Bioassay records deposited in PubChem by National Center for Advancing Translational Sciences (NCATS).
HP1b binding inh: HTS for Inhibitors of HP1-beta Chromodomain Interactions with Methylated Histone Tails. Chromobox protein homolog 1 (Homo sapiens), P83916. AlphaScreen HP1-beta / biotin-H3K9me3 peptide binding. Potency, µM (series often up to 114 µM), without a hit: top-dose activity change, negative = inhibition, actives largely listed as inhibitors. 390,000 tested, 0.56% active; also: potency is read from the fitted curve at half-maximal effect; nearly all actives have a fitted effect of over 70% in size; inactives centre near 23
Target sequence (P83916 whole entry, looked up): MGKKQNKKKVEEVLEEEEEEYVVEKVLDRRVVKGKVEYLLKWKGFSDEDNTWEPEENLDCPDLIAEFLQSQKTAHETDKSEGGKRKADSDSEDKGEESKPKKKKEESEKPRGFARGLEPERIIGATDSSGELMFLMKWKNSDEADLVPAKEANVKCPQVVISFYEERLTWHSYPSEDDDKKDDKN
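AlphaScreen: HP1-beta (50 nM) preformed 30 min with biotin-H3(1-18)K9me3 peptide (50 nM) in PBS pH 7.4, 0.01% Tween-20. Compound added for 30 min at RT, then streptavidin donor/nickel chelate acceptor beads (10 ug/mL) for 30 min.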
Tb PGK inh: qHTS Assay to Find Inhibitors of Phosphoglycerate Kinase; 380,000 tested, 0.043% active; PGK/GAPDH coupled, Kinase-Glo luminescence, 60 min; Potency, µM (highest dose often 57.5 µM), for inactives: top-dose activity change, negative = inhibition, hits mostly inhibitors; Phosphoglycerate kinase, glycosomal (Trypanosoma brucei brucei), P07378; also: potency is read from the fitted curve at half-maximal effect; % is scaled to controls: 0 for no effect and ±100 for the full control effect; nearly all actives have a fitted effect of over 60% in size
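Recombinant glycosomal PGK reaction used 1,3-bisphosphoglycerate generated in-well by GAPDH (100nM final) in 100mM TEA pH 7.6, 5mM MgCl2, 0.01% Tween-20. After 60 minutes at room temperature, ATP was read by Kinase-Glo Plus luminescence end-point.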
Pin1 inh: qHTS Assay to Find Inhibitors of Pin1 | Pin1 FP peptide displacement, HiFluor488, 10 min | Potency, µM (doses to about 115 µM), inactives show at the top dose activity, negative = inhibition, usual class: inhibitors | 390,000 tested, 0.009% active; active = well fitted inhibition curve with a large enough effect in the polarisation, with a control signal flat, not every such curve was filed as active; inconclusive = small, poorly fitted or top-dose-only effect, or effect the other way, or a change in a side signal; inactive = no such curve, though single readings can be large or run the other way; the % refers to the polarisation; also: potency is read from the fitted curve at half-maximal effect; % is scaled to controls: 0 for no effect and ±100 for the full control effect
Target sequence (Q13526 whole entry, looked up): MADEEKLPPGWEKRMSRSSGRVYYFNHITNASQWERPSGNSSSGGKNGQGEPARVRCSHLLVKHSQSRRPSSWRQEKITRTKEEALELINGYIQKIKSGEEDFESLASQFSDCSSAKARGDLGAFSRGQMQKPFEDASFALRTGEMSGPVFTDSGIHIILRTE
G9a inh: qHTS Assay for Inhibitors of Histone Lysine Methyltransferase G9a. Histone-lysine N-methyltransferase EHMT2 (Homo sapiens), Q96KQ7. G9a H3K9 monomethylation, AlphaScreen, 2 h. Potency, µM (series often up to 102 µM), for the others: at the top dose activity, negative = inhibition, usual class: inhibitors. 350,000 tested, 8.8% active; also: potency is read from the fitted curve at half-maximal effect; % is scaled to controls: 0 for no effect and ±100 for the full control effect; nearly all actives have a fitted effect of over 75% in size
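Readings reflect AlphaScreen signal from monomethyl-H3K9 antibody detection. HMT at 20 nM; substrate b-H3K9 500 nM; cofactor SAM 20 uM; 2 h RT reaction; compounds tested as titrations in qHTS with 15 min preincubation.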
PI4K2A block: qHTS for small molecular inhibitors of PI4K2A; Phosphatidylinositol 4-kinase type 2-alpha (Homo sapiens), Q9BTU6; activity change, negative = inhibition, % at 76.9 µM; 420,000 tested, 0.13% active; purified PI4K2A, ADP-Glo luminescence, 1 h; hits give low values; in the data active = activity change below about -50%; inconclusive = mostly about -30% to -49%;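 also: -100% = wells without enzyme as full effect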
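ADP-Glo luminescence measured ADP generated by PI4K2A enzyme (4 ug/mL before mixing) with 1.2 mM PI substrate (pre-mix) and 300 microM ATP (pre-mix). Tris pH7.5 buffer with MgCl2, Triton X-100; 1 h reaction at ambient temperature.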
JMJD2A Tudor: qHTS Assay for Inhibitors of JMJD2A-Tudor Domain; AlphaScreen JMJD2A-Tudor / H3K4me3 peptide binding; Lysine-specific demethylase 4A (Homo sapiens), O75164; Potency, µM (doses to about 114 µM), for inactives: at the highest dose activity change, negative = inhibition, hits mostly inhibitors; 390,000 tested, 4.4% active; AID 504339, 2011; also: potency is read from the fitted curve at half-maximal effect; % is scaled to controls: 0 for no effect and ±100 for the full control effect; nearly all actives have a fitted effect of over 50% in size
BAZ2B inh: qHTS Assay for Inhibitors of BAZ2B; AlphaScreen BAZ2B-H3K14Ac peptide displacement; Bromodomain adjacent to zinc finger domain protein 2B (Homo sapiens), Q9UIF8; 360,000 tested, 4.4% active; AID 504333, 2011; Potency, µM (highest dose often 114 µM), inactives show top-dose activity change, negative = inhibition, hits mostly inhibitors; also: potency is read from the fitted curve at half-maximal effect; % is scaled to controls: 0 for no effect and ±100 for the full control effect; nearly all actives have a fitted effect of over 60% in size
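Inhibition is scored as reduced AlphaScreen emission. The BAZ2B/b-H3(5-23)K14Ac complex (50 nM each) in PBS pH 7.4, 0.01% Tween-20 meets compound (up to 110 uM) for 30 min at RT before bead addition.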
ERG-DNA inh: qHTS for Small Molecule Inhibitors of the ERG Ets/DNA interaction; Transcriptional regulator ERG (Homo sapiens), P11308; fluorescence polarization, His-ERG Ets domain / labelled DNA; Potency, µM (titrated, usually from 76.9 µM), for the others: top-dose FP activity, negative = inhibition, most hits filed as inhibitors; 370,000 tested, 0.028% active; active = well fitted inhibition curve with a large enough effect in the polarisation, with a control signal flat; inconclusive = small, poorly fitted or top-dose-only effect, or effect the other way, or a change in a side signal; inactive = no such curve, though single readings can be large or run the other way; the % refers to the polarisation;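 also: polarization taken with two DNA probes labelled with fluorescein and Texas red; potency is read from the fitted curve at half-maximal effect; % of control where 0% means no effect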
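His-tagged ERG Ets domain (1 uM in the protein solution; 300mM KCl, 50mM Tris-HCl, 1mM EDTA, 1mM DTT, pH 7.5) received compound, then a probe mix of 5 nM fluorescein-DNA and 100nM Texas-615-DNA. Fluorescence polarization was read for both dyes.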
GLS inh: qHTS for Inhibitors of Glutaminase (GLS). Glutaminase kidney isoform, mitochondrial (Homo sapiens), O94925. GLS enzymatic activity, qHTS titration. Potency, µM (doses to about 45.5 µM), for the others: at the top dose activity change, negative = inhibition, usual class: inhibitors. 410,000 tested, 0.21% active; also: potency is read from the fitted curve at half-maximal effect; % is scaled to controls: 0 for no effect and ±100 for the full control effect
Target sequence (O94925 whole entry, looked up, canonical isoform): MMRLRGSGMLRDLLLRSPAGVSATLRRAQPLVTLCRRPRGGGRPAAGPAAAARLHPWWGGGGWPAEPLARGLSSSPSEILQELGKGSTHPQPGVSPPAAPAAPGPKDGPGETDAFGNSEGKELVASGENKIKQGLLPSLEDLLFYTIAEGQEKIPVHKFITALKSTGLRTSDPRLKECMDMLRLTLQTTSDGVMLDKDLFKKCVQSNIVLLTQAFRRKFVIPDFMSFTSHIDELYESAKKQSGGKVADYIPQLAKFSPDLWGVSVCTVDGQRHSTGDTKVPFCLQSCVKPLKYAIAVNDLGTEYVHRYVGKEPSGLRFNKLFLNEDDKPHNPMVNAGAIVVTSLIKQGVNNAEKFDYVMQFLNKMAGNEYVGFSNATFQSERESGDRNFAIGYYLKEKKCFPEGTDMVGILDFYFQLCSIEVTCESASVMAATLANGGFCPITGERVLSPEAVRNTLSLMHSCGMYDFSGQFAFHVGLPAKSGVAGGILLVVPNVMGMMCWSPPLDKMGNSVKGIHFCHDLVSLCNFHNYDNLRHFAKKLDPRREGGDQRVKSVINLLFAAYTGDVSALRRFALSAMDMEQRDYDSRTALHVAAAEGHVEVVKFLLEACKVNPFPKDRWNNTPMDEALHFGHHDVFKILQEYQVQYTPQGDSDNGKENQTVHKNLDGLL
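Assay buffer: 45 mM KH2PO4 pH 8.2, 0.02% Tween-20. hKGA acts on L-glutamine (1 mM solution added); product glutamate is reported by an oxidase/peroxidase Amplex Red coupling, with fluorescence taken at baseline and 30 min.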
Active calls of the source: *; i = inactive; ? = inconclusive; . = no result given; & = joins results of further samples; [ ] = another dose, or the depositor's remark. Unless noted, calls follow the shape of the dose curve; as a rule, active = well fitted curve in the direction sought with a large enough effect; inconclusive = small, poorly fitted or top-dose-only effect, or another doubt; inactive = no such curve, though single readings can be large; an effect the other way counts as inactive or inconclusive.

SMILES | HP1b binding inh | Tb PGK inh | Pin1 inh | G9a inh | PI4K2A block | JMJD2A Tudor | BAZ2B inh | ERG-DNA inh | GLS inh
CC1=C(C(=O)Nc2cccc(C)c2C)C(c2cccs2)NC(=S)N1 (stereo unspecified) | 27% | 0% | -1% | -25%[59 µM] | 3 | -8% | -21% | 11% | 19%
Cc1ccc(NC(=O)Nc2nnc(N(C)Cc3ccccc3)s2)cc1 | 47%[activator] | -1% | -8% | -22%[59 µM] | 5 | 1% | -2% | 0% | -14%
Cc1ccc(-n2ncc3c2ncn2nc(-c4ccco4)nc32)c(C)c1 | 36% | 5% | 22% | 3%[12.7 µM] | -7 | -13% | ? | -7% | 5%
Cc1nc(S(=O)(=O)c2cccc(Cl)c2)nc2c1CCC2 | 18% | -1% | -1% | 9% | 1 | 1% | -2%[57.1 µM] | 7% | 1%
OC(CSc1ccccc1Cl)CN1CCN(c2ccc(F)cc2)CC1 (stereo unspecified) | -4% | i | 0% | 3%[59 µM] | 0 | ? | ? | 0% | 24%
O=C(CCNC(=O)N1CCn2c1nc1ccccc12)NCc1ccc(Cl)cc1 | 51%[activator] | -1% | 2% | -9% | 9 | -20% | -5% | 8% | 3%
C=CCn1c(CNc2ccccc2)nnc1SCC(=O)N/N=C/c1ccccc1O | 3% | 1% | 6% | 78%[activator][59 µM] | 6 | ? | 1% | 2% | 20%
O=C(CN(Cc1ccc(F)cc1)C(=O)CCC(=O)Nc1nccs1)NCc1ccccc1 | 14% | -3% | -9% | 25% | 1 | 2% | -12% | 10% | -3%
Cc1ccc(C(=O)NNC(=O)CCCN2C(=O)/C(=C/c3ccccc3Cl)SC2=S)cc1 | 3% | 8% | ? | 18%[59 µM] | 14 | -12% | -5% | 25% | -6%
Cc1ccc(-n2c(CNc3ccc(F)cc3)nnc2SCC(=O)O)cc1 | 39%[activator] | -4% | -11% | . | 3 | -8% | 1% | 4% | 28%
CCN1CCN(CCCNC(=O)c2cn(CCOC)c(=O)c3c2c2ccccc2n3C)CC1 | 14% | -1% | 0% | ? | -4 | 0% | 11% | 2% | 2%
Cn1cnnc1SCC(=O)NC1CCCC1 | 22% | 0% | 4% | 49%[activator] | -1 | -7% | 3% | 3% | -2%
O=C(C[n+]1cccc2ccccc21)c1ccc(NC(=O)c2ccccc2)cc1 | 39%[activator] | i | ? | 25µM* | 5 | -9% | -25% | 14% | 2%
O=C(Nc1ccc(C(F)(F)F)cc1)C(Cc1ccccc1)n1cccc1 (stereo unspecified) | 31% | . | 0% | 10%[59 µM] | -3 | 13% | 1% | 8% | -7%
Nc1cc(-c2ccc(Br)cc2)nn1S(=O)(=O)c1cccc2nsnc12 | -13% | i | 3% | ? | 1 | ? | ? | 3% | -7%
CC(=O)NC(Cc1ccc(F)c(F)c1)C(=O)NC1CCN(C(=O)c2ccc(Cl)cc2)CC1 (stereo unspecified) | 9% | 2% | 9% | 51% | 6 | -3% | 3% | 3% | -2%
Cc1cc(C)c(NC(=O)c2ccc3nc(C(C)C)oc3c2)c(C)c1 | 22%[57 µM] | -4% | -13% | 20%[59 µM] | 3 | -13% | -2% | -4% | 2%
COc1ccc(-n2c(=O)[nH]cc(C(=O)N3CCCc4ccccc43)c2=O)cc1 | 52%[activator] | -6% | -9% | 8%[2.33 µM] | 3 | -6% | 3% | -16% | -8%
Cc1cc(C)c(NC(=O)COc2cccnc2[N+](=O)[O-])c(C)c1 | 43% | -8% | 5% | -9%[12.7 µM] | -1 | 0% | -3% | -10% | -4%
COc1ccc2c(c1)CC(N1CCN(C)CC1)c1cc(OC)ccc1S2 (stereo unspecified) | 5% | -2% | 4% | . | 9 | -34% | . | 5% | 12%
CN1C(=O)N2CN(C3CCCCC3)CN3C(=O)N(C)C1C23 (stereo unspecified) | 25% | 6% | 1% | 23% | 0 | -2% | 0% | -6% | 9%
O=C1CC(c2cccc(Cl)c2)C(n2cncn2)C(=O)C1C1NCCc2ccccc21 (stereo unspecified) | 38%[activator] | 2% | 2% | ? | -2 | -10% | 3% | 0% | 10%
CCNc1nc(NCC)nc(N/N=C/c2ccccc2)n1 | 32% | -1% | 6% | -15% | -2 | -23% | ? | 4% | 6%
O=C(CCn1c(=S)[nH]c2ccccc2c1=O)N1CCCCC1 | 5%[57 µM] | -2% | -9% | . | 4 | -8% | -11% | -12% | -3%
O=C(O)C1CCCCC1C(=O)NC(c1ccccc1)c1ccccc1 (stereo unspecified) | -2% | i | -6% | . | 0 | -31% | 0% | 4% | -4%
O=C1CC(c2ccccc2)n2nc(NC(=O)c3ccccc3)nc2N1 (stereo unspecified) | 36% | 4% | -13% | -6%[59 µM] | -1 | 4% | 22% | -7% | .
COc1ccccc1-c1nc2n(n1)C(c1cccs1)C(C(=O)Nc1cccnc1)=C(C)N2 (stereo unspecified) | 4% | 2% | -13% | 3%[12.7 µM] | -1 | -10% | -5% | -11% | 2%
Cc1ncc(CO)c(/C=N/NC(=O)c2cc(Br)ccc2O)c1O | 39%[activator] | -2% | 22% | -40% | 3 | 79µM* | 11µM* | 8% | 24%
COc1ccc(S(=O)(=O)N(C)CC(=O)NC2CC2)cc1OC | 30% | -4% | 2% | . | -6 | -2% | -3% | -2% | 2%
CCOc1ccc(NC(=O)Cn2nnc(C(=O)NCc3cccs3)c2N)cc1 | 20%&28% | 0%&-1% | -3%&4% | 9%&6%[59 µM] | 3&-18 | -24%&-3% | -9% | -1%&-3% | -16%&3%
Cc1ccc(NC(=O)C(C)Sc2nc(=O)cc(N)n2-c2cccc(C)c2)cc1 (stereo unspecified) | 7% | -9% | 2% | 10%[59 µM] | -2 | -24% | 0% | -3% | -9%
Cc1ccc(NC(=O)CSc2nc3ccccc3nc2Cc2ccccc2F)cc1F | 40% | i | 2% | ? | 2 | -17% | -10% | 2% | -4%
COc1ccccc1NC(=O)CSCc1cc(=O)n2c(C)csc2n1 | 42%[activator] | -5% | -3% | 5% | -5 | -11% | -24% | -3% | 1%
CC1([N+](=O)[O-])COC(c2cccc3ccccc23)OC1 (stereo unspecified) | 27% | 0% | -9% | . | 8 | 9% | . | 13% | -7%
CC(C)N(Cc1ccccc1)C(=O)COC(=O)c1ccccc1SCC(=O)N1CCCC1 | -4% | -10% | -5% | -46%[0.501 µM] | -2 | -14% | 1% | 1% | 0%
COc1ccc(N(CC(=O)NC2CCCCC2)C(=O)c2snc(C(N)=O)c2N)cc1 | -16% | -6% | -5% | -12%[59 µM] | 0 | -19% | -1% | 5% | -1%

The list goes on; the last 2 above are carried over.
SMILES | HP1b binding inh | Tb PGK inh | Pin1 inh | G9a inh | PI4K2A block | JMJD2A Tudor | BAZ2B inh | ERG-DNA inh | GLS inh
CC(C)N(Cc1ccccc1)C(=O)COC(=O)c1ccccc1SCC(=O)N1CCCC1 | -4% | -10% | -5% | -46%[0.501 µM] | -2 | -14% | 1% | 1% | 0%
COc1ccc(N(CC(=O)NC2CCCCC2)C(=O)c2snc(C(N)=O)c2N)cc1 | -16% | -6% | -5% | -12%[59 µM] | 0 | -19% | -1% | 5% | -1%
CCn1c(=O)c2sccc2n2c(CCCC(=O)NCCc3ccc(S(N)(=O)=O)cc3)nnc12 | 30% | -11% | -9% | 32%[59 µM] | -6 | -8% | 0% | -1% | 3%
CC1CCN(c2ccc(NC(=O)c3ccc([N+](=O)[O-])o3)cc2)CC1 | -1% | -7% | -1% | 35µM* | -9 | -26% | -31% | -2% | 23%
CC(=O)c1cc(C)ccc1OC(=O)c1ccncc1 | 47%[activator] | 4% | -2% | -7% | 2 | -5% | 8% | 7% | 4%
Cc1ccccc1OCc1nc2ccccc2c(=O)n1NC(=O)c1ccco1 | 13% | 0% | 0% | 1%[59 µM] | 3 | -7% | 0% | -8% | 11%
CCN(CC)CCCn1c(=S)[nH]c2ncccc2c1=O | ? | -8% | -2% | 50µM* | -12 | 8.9µM* | -9% | -2% | 10%
COc1cc(OC)cc(-c2cn[nH]c2N)c1 | 29% | 4% | -1% | 11% | -3 | -16% | -16% | 10% | 25%
Cc1cc(Cl)c2oc(C(=O)N3CCN(c4ccncc4)CC3)c(C)c2c1 | 27% | 8% | 5% | . | 3 | -22% | . | 2% | 3%
CSc1cccc(NC(=O)c2cc3c(COC(C)=O)cnc(C)c3oc2=O)c1 | 15% | -6% | 2% | 0%[12.7 µM] | -3 | -13% | -16% | 8% | 8%
N/C(=N\OC(=O)/C=C/c1ccccc1)c1ccncc1 | 18% | -10% | -2% | 26%[59 µM] | -14 | -7% | -5% | -5% | 4%
